STAT3 act – IL-6 driven STAT3 reporter potentiators, primary screen, U3A cells, luciferase, luminescence, MLSCN library; IL-6 STAT3-luciferase reporter; 100% = signal with IL-6 EC80 alone; 190,000 tested, 0.91% active; AID 871, 2007; activation (% of control), % at 5.6 µM;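 active = activation above the screen-wide mean of compound activation plus 3 SD, cut at about 130% in these data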;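 also: 0% = background luminescence of wells with medium and substrate only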
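Material: STAT3-luciferase reporter U3A cells; Probe or stimulus: IL-6 (33 ng/mL); Incubation: compound pre-incubation 1 h before IL-6, then 6 h stimulation at 37 °C; Technique: luminescence from STAT3-driven luciferase reporter; Evaluation: % activation versus median of IL-6-stimulated wells; Controls: IL-6-only high control.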
SRC2 TRFRET art – TR-FRET signal artefacts, primary screen, artefact control for PPARgamma SRC-2 agonist project, biochemical | TR-FRET ratio at 8 µM | AID 1049, 2008 | TR-FRET artefact counter-screen; stronger effect = higher value | 200,000 tested, 0.4% active; in the data active = TR-FRET ratio above about 2000; also: inactives centre near 1500
RAM network inh – inhibitors of the yeast RAM network, primary screen, dse1pr::URA3 reporter, 5-FOA selection | S. cerevisiae dse1pr::URA3 reporter, 5-FOA growth OD615, 2 d; analog-sensitive cbk1-as2 kinase mutant strain | inhibition, % at 50 µM | 190,000 tested, 1.8% active | AID 868, 2007;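 active = inhibition above a set limit, 3 SD over mean compound inhibition, cut at about 8.4% in these data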;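 also: 0% = DMSO-only wells with no growth and 100% = 10 µM 1-NA-PP1 full growth; inhibition rescues growth on 5-FOA so higher OD means more RAM inhibition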
STAT1 blocker – STAT1 signaling inhibitors, primary screen, cell-based, HTS, luciferase reporter | inhibition, % at 5.5 µM | AID 920, 2007 | 200,000 tested, 0.35% active | NIH 3T3 STAT1-luciferase reporter, IFN-gamma, luminescence;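 active = inhibition above a set limit, the mean inhibition across all tested compounds plus 3 SD, cut at about 34% in these data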;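 also: 0% = IFN-gamma with DMSO and 100% = IFN-gamma with 300 µM nifuroxazide; values of inactives mirror those of a sister screen read the other way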
STAT3 inh – IL-6 driven STAT3 reporter inhibitors, primary screen, U3A cells, luciferase, luminescence, MLSCN library. inhibition, % at 5.5 µM. 190,000 tested, 0.89% active. AID 862, 2007. IL-6 STAT3-luciferase reporter; host cell line lacks STAT1;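 active = inhibition above the mean inhibition across all screened compounds plus 3 SD, cut at about 44% in these data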;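 also: 0% = DMSO only wells and 100% = 100 µM nifuroxazide control wells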
S1P3 antag – S1P3 receptor antagonists, primary screen, cell-based; Sphingosine 1-phosphate receptor 3 (Homo sapiens), Q99500; CHO S1P3 NFAT-BLA reporter, FRET fluorescence, antagonist mode; inhibition, % at 4.98 µM; 170,000 tested, 0.27% active; AID 485, 2006;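 active = inhibition above the plate cutoff, the mean inhibition of test wells on that plate plus 3 SD, cut at about 28% in these data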;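 also: cells challenged with S1P at its EC80 of 0.8 µM; blue over green emission ratio from cleaved BLA substrate after 4 h stimulation; 0% = S1P-stimulated wells and 100% = unstimulated DMSO-only wells; some compounds past the cut are filed as inactive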
Target sequence (Q99500 whole entry, looked up): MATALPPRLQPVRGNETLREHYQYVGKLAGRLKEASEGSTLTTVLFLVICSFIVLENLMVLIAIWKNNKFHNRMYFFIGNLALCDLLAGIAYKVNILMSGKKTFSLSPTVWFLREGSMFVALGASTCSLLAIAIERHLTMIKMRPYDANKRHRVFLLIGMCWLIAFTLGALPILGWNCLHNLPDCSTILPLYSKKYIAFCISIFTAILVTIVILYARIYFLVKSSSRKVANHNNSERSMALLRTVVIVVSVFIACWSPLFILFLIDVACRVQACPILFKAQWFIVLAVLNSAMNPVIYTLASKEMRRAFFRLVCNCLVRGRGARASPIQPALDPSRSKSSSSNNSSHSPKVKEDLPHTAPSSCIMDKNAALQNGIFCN
ROMK primary – ROMK potassium channel modulators, primary screen, cell-based, thallium flux, MLSMR library; AID 1918, 2009; ATP-sensitive inward rectifier potassium channel 1 (Homo sapiens), P48048; 130,000 tested, 2% active; Tet-inducible ROMK, thallium flux fluorescence; actives lie on both sides; B-score at 10 µM;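 active = signal ratio slope over the read window, or its plate-corrected B-score, at least 3 SD from the plate mean, either direction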;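 also: B-score of the F/F0 ratio slope over 7 to 12 s after thallium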
PPARg SRC1 recr – PPARgamma agonists recruiting SRC-1 coactivator, primary screen, biochemical; Peroxisome proliferator-activated receptor gamma (Homo sapiens), P37231; activation, % at 8 µM; PPARgamma-SRC-1 coactivator recruitment biochemical assay; 200,000 tested, 0.41% active; in the data active = activation above about 19%;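 also: 0% = DMSO and 100% = reference agonist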
Target sequence (P37231 whole entry, looked up): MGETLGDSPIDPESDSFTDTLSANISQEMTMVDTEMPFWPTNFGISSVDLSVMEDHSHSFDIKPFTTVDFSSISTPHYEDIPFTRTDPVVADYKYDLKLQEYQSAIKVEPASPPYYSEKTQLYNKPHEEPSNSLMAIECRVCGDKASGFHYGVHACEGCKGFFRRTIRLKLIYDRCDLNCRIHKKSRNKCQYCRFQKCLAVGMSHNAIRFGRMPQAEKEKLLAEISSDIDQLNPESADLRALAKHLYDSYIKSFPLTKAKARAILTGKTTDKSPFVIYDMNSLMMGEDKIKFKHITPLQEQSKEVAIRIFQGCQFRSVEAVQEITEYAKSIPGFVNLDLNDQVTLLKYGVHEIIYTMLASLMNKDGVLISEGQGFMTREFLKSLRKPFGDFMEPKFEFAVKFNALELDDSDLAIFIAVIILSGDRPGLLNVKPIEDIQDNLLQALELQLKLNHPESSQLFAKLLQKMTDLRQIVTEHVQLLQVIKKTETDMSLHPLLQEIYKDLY
TLR4 MyD88 comp – inhibitors of TLR4-MyD88 association in cells, primary screen, cell-based, HeLa CL3-4, BLA complementation, FRET ratio. AID 861, 2007. 200,000 tested, 0.18% active. inhibition, % at 8.4 µM. Toll-like receptor 4 (Homo sapiens) + Myeloid differentiation primary response protein …. HeLa CL3-4 TLR4/MyD88 BLA complementation; in the data active = inhibition above about 25%;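 also: 0% = vehicle and 100% = reference inhibitor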
PPARg SRC2 recr – agonists of PPARg-SRC-2 recruitment, primary screen, biochemical, HTS. Peroxisome proliferator-activated receptor gamma (Homo sapiens), P37231. PPARgamma LBD-SRC-2 recruitment. activation, % at 8 µM. 200,000 tested, 0.34% active. AID 1032, 2008; in the data active = activation above about 22%;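 also: 0% = vehicle and 100% = reference agonist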
PPARg SRC-3 ag – PPARgamma agonists recruiting SRC-3 coactivator, primary screen, biochemical; Peroxisome proliferator-activated receptor gamma (Homo sapiens), P37231; biochemical PPARgamma/SRC-3 coactivator recruitment assay; activation, % at 8 µM; 200,000 tested, 0.26% active; AID 731, 2007; in the data active = activation above about 23%;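 also: 0% = DMSO and 100% = reference agonist; some compounds past the cut are filed as inactive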
* marks the source's active call; other numbers are inactive results; nt = no result given; & = joins results of further samples.

SMILES | STAT3 act | SRC2 TRFRET art | RAM network inh | STAT1 blocker | STAT3 inh | S1P3 antag | ROMK primary | PPARg SRC1 recr | TLR4 MyD88 comp | PPARg SRC2 recr | PPARg SRC-3 ag
CCOC(=O)c1ccc(N2Cc3ccccc3C2=NC(=O)c2ccncc2)cc1 | 93 | 1651 | 0.3 | -23 | 16 | -20 | -3.1 | 1 | -14 | 11 | 1
COc1ccc(-n2c(SCC(=O)OC(C)C)nnc2-c2ccccn2)cc1 | 114 | 1413 | 0.8 | -9 | -13 | -20 | nt | -1 | -1 | -8 | -6
NC(=O)c1nsc(C(=O)N(CC(=O)NCc2ccco2)c2ccccc2F)c1N | 104 | 1695 | -0.1 | 6 | -4 | nt | nt | -1 | 7 | 3 | 1
O=C(CN1CCCCCC1)OCCN=C1NS(=O)(=O)c2ccccc21 | 103 | 1515 | 0.8 | -9 | 3 | 11 | nt | 10 | 3 | 3 | 6
COc1ccc(S(=O)(=O)NCCc2c(C)nn(C)c2Oc2ccccc2)cc1 | 95 | 1583 | 0.0 | 13 | 12 | nt | nt | 7 | 1 | -2 | 3
CCOc1ccc(N2CSC3=C(C#N)C(c4ccco4)CC(=O)N3C2)cc1 (configuration not stated) | 101 | 1814 | -0.5 | -6 | 3 | nt | 0.39 | 6 | 3 | 25* | 17
Cn1nc2c(c1C(=O)N1CCCC(C(=O)c3cc(F)ccc3F)C1)CCCC2 (configuration not stated) | 87 | 1730 | 3.4 | 8 | 20 | 10 | -0.19 | -3 | -4 | 15 | 4
COC(=O)c1ccc(N2C(=O)c3ccc(OC)c(OC)c3C2=O)cc1 | 83 | 1686 | nt | 0 | 27 | -14 | 0.043 | 0 | -14 | 2 | -5
COc1ccc2c(c1)CCc1sc(NC(=O)c3ccco3)nc1-2 | 99 | 1460 | 2.9 | -30 | 10 | nt | nt | 3 | -10 | 2 | 12
CCn1c(C(=O)O)c(CC(=O)NC2CCCCCC2)c2ccccc21 | 100 | 1517 | 3.0 | 4 | 2 | 0 | nt | 6 | -12 | 3 | 3
O=S(=O)(NCc1cn2ccsc2n1)c1cccs1 | 110 | 1453 | -0.5 | -19 | -6 | 2 | nt | -4 | -3 | -1 | 7
COc1ccc(-c2cc(C(=O)OCC(=O)Nc3cc(C)on3)c3ccccc3n2)cc1OC | 86 | 1396 | 3.9 | 2 | 18 | nt | nt | 8 | 2 | 3 | 9
Cc1nc(/C=C/c2ccccc2)cc(/C=C/c2ccccc2)n1 | 103 | 1473 | 3.0 | -2 | -7 | nt | 1 | 4 | -4 | 3 | 2
CCOC(=O)c1[nH]c2ccc(Cl)cc2c1-c1ccccc1 | 108 | 1735 | 6.4 | 14 | -5 | nt | nt | 11 | 0 | 3 | 1
Cn1c(=O)[nH]c(NC2CCCCC2)c(N=O)c1=O | 104 | 1412 | -0.9 | 14 | 1 | -3 | nt | 3 | -18 | -1 | -5
C=CCOc1c(CNc2nccs2)cccc1OCC | 93 | 1505 | 2.7 | 3 | 10 | 13 | -0.074 | -4 | -2 | 1 | -13
COCCCNC(=S)NCCCNc1nc2cc(C)cc(C)c2cc1C#N | 90 | 1524 | 1.9 | 7 | 16 | -4 | -2.3 | -2 | 0 | -6 | -4
Cc1ccccc1CN(C)CC(=O)NC(C)CCc1ccccc1 (configuration not stated) | 100 | 1625 | 1.0 | 4 | 9 | -26 | -1 | -5 | -6 | -8 | -5
CCN(CC)CCCN1C(=O)c2oc3ccccc3c(=O)c2C1c1cccs1 (configuration not stated) | 103 | 1641 | 0.0 | -1 | -2 | nt | nt | 0 | -4 | 7 | 5
COc1ccc(S(=O)(=O)N(C)c2ccc(OCC(=O)Nc3cc(C)on3)cc2)cc1 | 107 | 1596 | 2.8 | -2 | -3 | -3 | nt | -1 | -5 | 0 | 5
CC(C)CC1CCCCC1OC(=O)CN1CCCCC1 (configuration not stated) | 103 | 1493 | 0.7 | -6 | 0 | -6 | nt | 6 | 5 | -3 | 5
CC(C)(C)C(=O)Nc1ccccc1C(=O)Nc1ccncc1 | 98 | 1625 | -1.0 | -1 | 6 | nt | nt | 0 | -9 | 6 | 8
CN(C)c1ccc(/C=N/NC(=O)CNC(=O)c2ccco2)cc1 | 100 | 1649 | 1.8 | -17 | 5 | -1 | nt | 9 | -7 | 15 | 6
O=C(COC(=O)Cc1cccs1)Nc1ccccc1F | 101 | 1521 | 0.8 | -2 | 0 | nt | 0.72 | -4 | -9 | 9 | -1
Cc1ccc2c(c1)c1c3n2CC(=C2C(=O)OC(C)(C)OC2=O)NC3CCC1 (configuration not stated) | 107 | 1610 | 2.3 | 5 | -4 | 46 | nt | 4 | 7 | 1 | 5
Cc1c(CC(Cl)(Cl)Cl)c2c(n1O)CC(C)(C)CC2=O | 103 | 1600 | 5.1 | 1 | -7 | 1 | -2.5 | 1 | -4 | 10 | 5
CC(C)Oc1ccc(-c2nn(-c3ccccc3)cc2/C=c2\sc3ncnn3c2=O)cc1 | 105 | 1469 | 2.6 | 1 | -6 | -22 | nt | 11 | -4 | 2 | -1
CCC(c1nnnn1C1CCCC1)N1CCN(c2cccc(OC)c2)CC1 (configuration not stated) | 99 | 1682 | 1.1 | 5 | 7 | -16 | 0.5 | 18 | 9 | 0 | 3
O=S(=O)(Nc1ccc2nc(-c3ccc(Br)o3)[nH]c2c1)c1ccccc1 | 96 | 1419 | 1.2 | -26 | 11 | 9 | nt | 4 | -6 | 0 | 4
O=C(Oc1cccc(-c2cnc3ccccc3n2)c1)c1ccco1 | 90 | 1682 | 2.2 | -5 | 16 | nt | nt | 7 | -14 | 3 | 0
O=S(=O)(c1cccc(C(F)(F)F)c1)N(CCCN1CCOCC1)Cc1cccs1 | 102&111 | 1547&1586 | -0.8&1.9 | 4&1 | 7&-14 | -18 | nt | 8&2 | -13&3 | -3&6 | 19&1
C=C(C)Cn1c(C)cc(C)c(S(=O)(=O)c2ccc(C)cc2)c1=O | 96 | 1414 | 0.6 | 9 | 7 | -10 | -0.47 | -4 | 5 | -5 | -4
Cc1nc2ccccc2n1CC(=O)N/N=C/c1cccnc1 | 89 | 1639 | 1.0 | 5 | 14 | -24 | 0.76 | 2 | -1 | 2 | 8
COc1cc(CNC(C)C)c(Br)cc1OC1CCCC1 | 96 | 1484 | -0.1 | 5 | 12 | -11 | 0.22 | -1 | 5 | 3 | 4
O=C(Cn1c(=O)oc2cc(S(=O)(=O)N3CCCC3)ccc21)Nc1cccc(C(F)(F)F)c1 | 88 | 1543 | 2.5 | 23 | 17 | -26 | -0.61 | 3 | 6 | 1 | -2
Cc1ccc(NC(=O)/C=C/c2ccc([N+](=O)[O-])s2)c(C)c1 | 103 | 1588 | 4.7 | 7 | -1 | -5 | -0.49 | 2 | 18 | 7 | 4
CCC(CC)NC(=O)c1cccc(NC(=O)C(C)C)c1 | 90 | 1383 | -0.4 | 1 | 16 | -7 | -0.71 | -1 | -7 | -1 | 0
CCOC(=O)c1c(-c2cccc([N+](=O)[O-])c2)csc1NC(=O)C1CCCCC1 | 76 | 1705 | 8.6* | -4 | 35 | nt | nt | 1 | -1 | 13 | 10
O=C(COc1ccc(Cl)cc1Cl)Nc1ccccc1NS(=O)(=O)c1cccs1 | 122 | 1553 | 3.2 | -22 | -12 | -16 | 0.4 | -6 | 6 | 0 | 1
Cn1c(=O)c2c(nc(N3CCN(c4ccccc4)CC3)n2CCCc2ccccc2)n(C)c1=O | 109 | 1493 | 1.6 | -9 | -6 | -18 | nt | -1 | -18 | 0 | -7
CC(C)N1CCC(N2CCN(Cc3cc4c(cc3Cl)OCO4)CC2CCO)CC1 (configuration not stated) | 100 | 1426 | 0.6 | -7 | 3 | -8 | 0.55 | -4 | -22 | -8 | -4
COc1ccccc1-c1nc2ccccc2nc1-c1ccccc1 | 97 | 1762 | 1.7 | -1 | 6 | -7 | nt | 3 | -14 | 3 | 0
COC(=O)c1sccc1NC(=O)C1CC=CCC1C(=O)O (configuration not stated) | 99 | 1640 | 0.7 | -9 | 7 | 2 | nt | 4 | 2 | -2 | 1
COc1ccc(CNC(=O)Nc2ccc3c(c2)N(C)C(=O)CS3)cc1 | 93 | 1592 | 3.4 | 8 | 12 | 8 | 0.49 | 5 | -16 | 2 | 4
COc1ccc(C2CC(c3cccs3)=NN2c2ccccc2)cc1 (configuration not stated) | 106 | 1401 | 2.4 | 5 | -3 | -25 | nt | -6 | 1 | -3 | -1
CCCn1c(=N)n(CC(=O)OCC)c2ccccc21 | 106 | 1686 | 1.6 | 1 | -2 | -9 | nt | 1 | 11 | 4 | 7
Nc1nonc1C(=O)OCC(=O)N1CCOCC1 | 100 | 1346 | 0.9 | 0 | 3 | -7 | -0.12 | 0 | -11 | -1 | 6
CC[n+]1c(/C=C/N(C)c2ccccc2)oc2ccc(Cl)cc21 | 95 | 1568 | 2.5 | 17 | 11 | -4 | nt | 11 | -16 | 11 | 8
O=C(NCCc1nnc2ccc(NCc3ccc(F)cc3)nn12)c1ccccc1 | 97 | 1426 | 5.0 | 8 | 14 | 2 | -0.093 | 8 | -3 | 4 | 6
O=C(O)c1nn(-c2cccc(Cl)c2)c(=O)cc1O | 102 | 1485 | 0.2 | -4 | 5 | 6 | -1.2 | 5 | 8 | 4 | -1
CC(NC(=O)COC(=O)c1ccc2ccccc2n1)C1CC2CCC1C2 (configuration not stated) | 102 | 1401 | 2.2 | 2 | -3 | -1 | -0.38 | -1 | 5 | 2 | 2
Cn1cc(CC(=O)NC2CCCCC2)c2ccccc21 | 107 | 1438 | 1.8 | 0 | -6 | -5 | 0.15 | 2 | 3 | -1 | 2
COc1cc(/C=N/NC(=S)Nc2cccc(S(=O)(=O)N(C)C)c2)cc(OC)c1O | 94 | 1576 | 2.0 | -1 | 10 | 2 | 1.9 | -3 | 15 | -2 | 3

Source: PubChem (several laboratories)

An unsorted share of the library; 5.6% or so of the library scored in one or more.
